Bioassay records as filed in PubChem.
SR-BI DiI inh – mouse SR-BI HDL lipid transfer inhibition; 320,000 compounds, 0.96% hits; AID 488896; inhibition, % at 12.5 µM; Q61009; ldlA[mSR-BI] CHO cells, DiI-HDL uptake fluorescence, 3 h;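 active means mean replicate inhibition of at least 70% and a set share of replicates each scoring 70 or more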;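 further: 0% = median of neutral control wells and 100% = median of positive control wells; values of inactives mirror those of a sister screen read the other way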
dFosB activator – enhances mouse delta FosB homodimer DNA binding. P13346. purified delta FosB, TAMRA-CDK5 oligo fluorescence polarization; percent of positive-control signal above neutral wells. activation, % at 25 µM. 340,000 compounds, 0.99% hits;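 active means mean activation above about 17%, with every replicate also reaching it, limit read from the data, passing the limit was not always enough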;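 further: fluorescence polarization rise as delta FosB binds a TAMRA Cdk5 AP-1 oligo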
Target sequence (P13346 whole entry, looked up): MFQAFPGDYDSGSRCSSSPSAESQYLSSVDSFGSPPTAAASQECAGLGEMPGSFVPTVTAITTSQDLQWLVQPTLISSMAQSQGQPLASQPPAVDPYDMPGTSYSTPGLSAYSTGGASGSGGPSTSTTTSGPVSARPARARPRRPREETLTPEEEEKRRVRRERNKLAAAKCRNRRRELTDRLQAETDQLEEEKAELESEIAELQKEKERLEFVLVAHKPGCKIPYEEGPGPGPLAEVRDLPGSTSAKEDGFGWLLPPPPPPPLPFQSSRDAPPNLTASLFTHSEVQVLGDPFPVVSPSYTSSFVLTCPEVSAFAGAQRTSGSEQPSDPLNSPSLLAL
PvdQ acylase – P. aeruginosa PvdQ acylase inhibition; AID 488965; purified PvdQ acylase, fluorescence plate reader; 340,000 compounds, 0.063% hits; inhibition, % at 10 µM; in the data active means inhibition above about 30%, passing the limit was not always enough;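 further: 0% = vehicle neutral wells and 100% = reference inhibitor wells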
RTF Ca sens act – increases calcium sensitivity of human cardiac regulated thin filaments; P19429+P45379; IANBD-labeled TnC RTF fluorescence at EC20 calcium; 0% EC20 calcium, 100% full calcium; activation, % at 7.2 µM; 340,000 compounds, 0.24% hits; AID 493008;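 active means activation above the mean over all tested compounds plus 3 SD, cut at about 30% in these data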;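 further: rise in fluorescence read as greater calcium sensitivity of cardiac thin filaments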
SR-BI DiI-HDL act – activators of SR-BI mediated HDL lipid uptake | AID 504775 | activation, % at 12.5 µM | CHO ldlA[mSR-BI] cells, DiI-HDL uptake fluorescence, 3 h; 100 = double the neutral-control signal | 320,000 compounds, 0.096% hits;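 active means mean replicate activation of at least 60% and every replicate at or above 60%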;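 further: 0% = median plate neutral-control signal and 100% = twice that signal; values of inactives mirror those of a sister screen read the other way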
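Assay system: CHO ldlA[mSR-BI] cells, LDL receptor-null, SR-BI overexpressing; medium: Ham's F12 with 0.5% BSA, HEPES 25 mM, pH 7.4; also added: DiI-HDL 10 µg/mL; timing: 3 h uptake period with compound, 37 °C; signal: DiI fluorescence, bottom read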
Rtt109 HAT inh – inhibitors of Candida albicans Rtt109/Vps75 histone acetyltransferase | purified Rtt109/Vps75, ThioGlo CoA-SH fluorescence, 4 h | AID 540336 | 330,000 compounds, 0.16% hits | Q5AAJ8 | inhibition, % at 34.9 µM;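 active means inhibition of at least 50% in every replicate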
Target sequence (Q5AAJ8 whole entry, looked up): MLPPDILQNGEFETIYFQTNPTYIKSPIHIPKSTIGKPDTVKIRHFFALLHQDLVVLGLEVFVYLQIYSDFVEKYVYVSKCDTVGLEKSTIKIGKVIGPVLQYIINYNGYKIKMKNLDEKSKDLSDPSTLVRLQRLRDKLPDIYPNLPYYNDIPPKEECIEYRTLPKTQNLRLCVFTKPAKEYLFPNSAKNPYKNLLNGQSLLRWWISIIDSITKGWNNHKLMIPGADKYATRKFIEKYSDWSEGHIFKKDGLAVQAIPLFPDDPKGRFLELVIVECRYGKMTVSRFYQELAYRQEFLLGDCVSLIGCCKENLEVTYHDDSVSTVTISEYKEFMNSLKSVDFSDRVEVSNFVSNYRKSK
HTR5A ag ctr – activates human HTR5A in OPRM1-OPRD1 agonist counter-screen | 340,000 compounds, 0.61% hits | HTR5A agonist assay, luminescence, cell-based | AID 504692 | activation, % at 9.3 µM | P47898; in the data active means activation mostly above about 9.5%, no sharp cut-off; inactive means mostly below about 7.6%;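 further: 0% = cells with vehicle only and 100% = reference agonist; strong numbers were not always called active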
Target sequence (P47898 whole entry, looked up): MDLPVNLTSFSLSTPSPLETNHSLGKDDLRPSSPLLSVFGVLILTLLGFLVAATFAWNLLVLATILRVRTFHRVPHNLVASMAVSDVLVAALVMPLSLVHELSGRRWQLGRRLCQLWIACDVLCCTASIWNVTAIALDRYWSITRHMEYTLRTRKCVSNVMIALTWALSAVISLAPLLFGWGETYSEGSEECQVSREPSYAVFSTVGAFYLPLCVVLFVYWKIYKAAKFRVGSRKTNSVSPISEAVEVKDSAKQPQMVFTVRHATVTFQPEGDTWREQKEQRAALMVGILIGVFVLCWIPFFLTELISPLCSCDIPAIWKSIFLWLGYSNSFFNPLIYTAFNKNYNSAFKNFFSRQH
MITF TRPM1 HTS – increases MITF-driven TRPM1 promoter luciferase signal | SK-MEL-5 TRPM1-promoter luciferase, 24 h; % of positive control, neutral wells = 0 | activation, % at 12.5 µM | 300,000 compounds, 0.75% hits | AID 588334;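 active means mean activation of at least 80% with every replicate also reaching 80%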;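 further: 0% = neutral control wells and 100% = parthenolide positive control wells; values of inactives mirror those of a sister screen read the other way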
Wnt bcat act – activates Wnt/beta-catenin signaling in a reporter cell assay; activator, plate reader; activation, % at 9.35 µM; 300,000 compounds, 1.2% hits; in the data active means activation above about 30%, passing the limit was not always enough;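 further: 0% = neutral control wells and 100% = positive control wells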
CDK5 inh – CDK5/p35 (human) kinase inhibition. Q00535+Q15078. Recombinant CDK5/p35, ADP-Glo luminescence, 60 min. inhibition, % at 10 µM. 330,000 compounds, 0.01% hits. AID 488839;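 active means highest replicate inhibition of at least 50% and at least 75% of replicates reaching 50%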;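 further: plate controls were DMSO neutral control for no effect and GW8510 at 10 µM for full effect; many of its hits are not listed in these tables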
* marks the source's active call; other numbers are inactive results; . = not tested or not shown. The order is random; any-hit rate near 4.4%.

Each structure is followed by: SR-BI DiI inh	dFosB activator	PvdQ acylase	RTF Ca sens act	SR-BI DiI-HDL act	Rtt109 HAT inh	HTR5A ag ctr	MITF TRPM1 HTS	Wnt bcat act	CDK5 inh
COc1ccc(CCN=C(N)NS(=O)(=O)c2ccc(C)cc2)cc1
  8	1	27	7	-8	-3	6	-11	.	1.6
Cc1sc(NC(=O)CN2CCN(c3ccccn3)CC2)c(C#N)c1C
  7	3	3	-5	-7	.	-1	-15	.	-1.1
COc1cc(C(=O)N2C[C@H]3CC[C@H]2C3)ccc1OC1CCN(C(C)=O)CC1
  2	-4	-14	-3	-2	-5	0	3	-1	0.5
COc1cc(NS(=O)(=O)c2cn(C)cn2)cc(OC)c1
  8	2	-16	-4	.	-2	-2	13	0	-0.6
CC1(C2CCCC2)NC(=O)NC1=O (stereo not drawn)
  -15	10	7	0	15	-13	6	0	1	2.3
COc1ccc(OCC(=O)N2CCc3c([nH]c4ccccc34)C2c2ccccn2)cc1 (stereo not drawn)
  -22	-4	15	-7	22	11	-3	2	-4	-0.6
CC(C)[C@H](NC(=O)c1ccccc1F)C(=O)Nc1ccc2c(c1)OCO2
  -7	1	-4	-3	7	-4	1	7	5	0.1
COCCOc1ccc(C(F)(F)F)cc1NC(=O)COC(=O)c1ccc(N2CCCC2=O)cc1
  5	-4	-9	-4	-5	-5	-2	-4	-4	0.7
O=C(Nc1c(-c2ccc(F)cc2)nc2ccccn12)c1ccc(F)cc1
  -4	-12	-7	-10	4	-1	1	-11	5	-0.7
Cc1ccccc1NC(=O)Cc1nc(COC(=O)c2ccc(Cl)c(S(N)(=O)=O)c2)cs1
  30	-5	-6	-4	-30	0	2	-3	-7	1.8
COC(=O)COc1cccc(NC(=O)c2ccc(C)cc2)c1
  37	3	0	-4	-37	-1	2	.	-5	-0.4
O=C1CNc2ccc(C(=O)N3CCN(c4ccccn4)CC3)cc2N1
  -4	1	-9	1	4	-2	-2	-8	2	.
CC(=O)c1cccc(NC(=S)NCCc2ccc(Cl)cc2)c1
  76*	-13	6	2	-76	7	7	11	1	1.1
O=C1CN(C(=O)N[C@@H](Cc2ccccc2)C(=O)N[C@H](Cc2ccccc2)C(=O)O)c2ccccc2N1
  -24	3	-16	4	24	0	-1	-10	-1	-0.4
CCOC(=O)NCc1ccccc1
  -13	2	-4	1	13	-1	0	-2	.	0.0
O=C(O)c1ccc(-c2nc(-c3ccccc3)c(-c3cccs3)[nH]2)cc1
  .	2	-12	-4	.	-5	2	0	3	-0.8
COC(=O)C1CCCCN1C(=O)c1cc(COc2cccc3cnccc23)on1 (stereo not drawn)
  9	-8	12	-3	-9	12	5	-2	-6	1.3
CN1CCN(C(=O)CN(c2cc(C(F)(F)F)ccc2Cl)S(C)(=O)=O)CC1
  -13	-3	-12	-3	13	-2	4	16	.	0.0
CCC/C(O)=C1\C(=O)CCCC1=NCCc1c(C)[nH]c2ccccc12
  6	-2	3	-5	-6	-3	1	2	1	-0.1
CC(C)(C)OC(=O)NCc1ccc(CNC(=O)c2nc[nH]c2C(=O)N2CCN(C(=O)OC(C)(C)C)CC2)cc1
  1	-5	-10	2	-1	-7	4	-20	-1	1.1
COc1ccc(/C=N/NC(=O)c2cccc(C(=O)N/N=C/c3ccc(OC)c(OC)c3)n2)cc1OC
  -7	8	-2	-6	7	-1	5	-6	2	0.6
Cc1ccc(OCCOC(=O)CN2C(=O)NC3(CCCC3)C2=O)cc1
  -27	-6	14	0	27	-5	0	4	1	0.5
C[C@@H]1C(=O)N(c2ccccc2)[C@@H]1c1ccncc1
  -25	-8	-17	-2	25	6	0	0	-1	0.9
CCOC(=O)N1CCN(C(=O)CNC(=O)Cc2ccc(Cl)cc2)CC1
  12	-3	-16	-1	-12	-2	15	-2	-1	2.0
COC(=O)CNC(c1ccccc1)c1cc(Br)ccc1NS(=O)(=O)c1ccc(C)cc1 (stereo not drawn)
  -16	-5	-12	-6	16	4	5	-20	-7	-0.2
CCCCc1c(O)cc(C)[nH]c1=O
  6	12	-9	-1	-6	1	-3	-1	0	1.6
COc1cc(C2Nc3ccccc3C(=O)N2c2ccccc2)c(Br)cc1OCC(=O)O (stereo not drawn)
  -18	-1	3	-1	18	-36	-6	3	.	1.4
O=C(CCc1ccccc1)NNC(=O)CCc1ccccc1
  -7	-1	-15	1	7	1	3	.	-1	-0.7
CCc1noc(C)c1C(=O)OCC(=O)c1ccc(OC)c(OC)c1
  20	-2	1	-4	-20	10	4	12	3	1.1
Oc1ccccc1/C=N/Nc1nn[nH]n1
  .	3	-6	-2	.	4	0	20	0	-0.8
COc1ccc(/C(C)=N/NC(=O)CNC(=O)c2cccnc2)c(OC)c1
  6	-8	28	-4	-6	-14	3	0	4	0.6
Cc1ccc(CNC(=S)NC2CCC(C(C)(C)C)CC2)cc1 (stereo not drawn)
  -8	-13	-12	-1	8	-6	1	1	-1	1.5
Cc1ccc(OCCCCCN2CCOCC2)cc1
  -13	-3	-9	-2	13	-2	-2	0	0	-1.2
COCCN(C(=S)Nc1ccccc1C)C(C)c1ccco1 (stereo not drawn)
  .	-3	-7	-1	.	-1	3	7	-2	-1.2
CCc1[nH]c(=O)c(C#N)c2c1CCCC2
  3	-5	0	-2	-3	-1	0	5	-3	1.9
COc1ccc(/C=N/NC(=O)c2ccc(CSc3nc(C)cc(C)n3)cc2)cc1O
  4	2	9	4	-4	0	0	4	6	0.8
CCCc1cc(C(=O)Nc2cccnc2)no1
  -8	-6	-2	0	8	0	6	.	41*	0.8
C[C@H](CO)N1C[C@H](C)[C@@H](CN(C)Cc2ccncc2)Oc2c(NC(=O)C3CCCCC3)cccc2C1=O
  5	4	4	3	-5	17	1	-1	1	-0.3
CCC1=NN(C(=O)Cc2ccc([N+](=O)[O-])cc2)C(O)(c2ccc(Br)cc2)C1 (stereo not drawn)
  -14	-6	-9	0	14	-2	2	5	-1	1.4
Cc1ccc(OCC(=O)Oc2c(C)cccc2C)cc1C
  12	-3	13	-1	-12	-5	4	.	0	0.9
O=S(=O)(Nc1cccc(-c2cn3cccnc3n2)c1)c1ccc(F)cc1
  -5	-13	-4	-2	5	.	-2	-5	-2	-0.3
CN1C(C(=O)Nc2ncccn2)=C(O)c2ccccc2S1(=O)=O
  -3	-1	-22	0	3	2	3	1	0	-3.0
CCN(CC)Cc1oc(CO)cc(=O)c1O
  -1	-7	-15	11	1	-5	2	-4	-1	-5.9
COc1cccc(C(=O)Nc2nnc(S(=O)(=O)N(C)Cc3ccccc3)s2)c1
  6	1	-6	3	-6	0	2	4	-2	-0.6
O=C(c1ccncc1)c1nccn1-c1ccccn1
  -29	2	-5	-6	29	-14	-5	-4	.	-1.5
CCc1ccccc1NC(=O)CCCN1C(=O)C2CC=CCC2C1=O (stereo not drawn)
  -31	-5	-8	-2	31	-22	1	-7	-2	0.6
O=C(COc1ccc(Cl)cc1)N(Cc1ccc(F)cc1)C1CCS(=O)(=O)C1 (stereo not drawn)
  4	-8	1	-9	-4	-16	0	1	-3	-0.7
COc1ccc(CCNS(=O)(=O)CCNC(=O)c2ccc3c(c2)OCO3)cc1
  -13	-4	-12	1	13	1	11	-3	2	0.6
CCCCCCCCN1C(=O)N(C)C(N(O)C(=O)NC)C1(C)C (stereo not drawn)
  15	2	-10	1	-15	-5	0	-1	0	1.3
CCO[C@H]1OC(C(=O)N2CCN(Cc3ccc4c(c3)OCO4)CC2)=C[C@@H](c2ccc3c(c2)OCO3)[C@@H]1CCCO
  4	6	-8	1	-4	-7	5	4	-2	-0.3
O=C(N/N=C/c1ccco1)C1COc2ccccc2O1 (stereo not drawn)
  -12	5	11	-1	12	-15	8	-6	.	0.1
CC(OC(=O)Cc1coc2cc3c(cc12)CCC3)C(=O)NCc1ccc2c(c1)OCO2 (stereo not drawn)
  9	-3	-7	-1	-9	-15	4	5	.	2.2
CC(C)(C)SCCNS(=O)(=O)c1ccc(Cl)cc1
  -32	-5	-4	.	32	-3	.	5	0	-0.1
CCOc1ccc(CCNC(=O)c2cccc(S(=O)(=O)N3CCCC3)c2)cc1OCC
  48	-7	-8	-1	-48	0	1	3	2	0.8
O=C(O)CSc1ccc(NC(=O)Nc2ccccc2F)cc1
  -9	-5	-4	-7	9	4	4	5	-1	4.5
CCOc1ccc(-n2c(C)cc(C(=O)NS(=O)(=O)c3ccc(C)cc3)c2C)cc1
  -14	-9	-2	-6	14	.	2	-15	-10	-4.5
COc1cc(NC(=O)CSc2nncn2C)c(C)cc1[N+](=O)[O-]
  1	8	11	2	-1	2	2	-7	-3	1.4
COC(=O)C1CC(c2c(OC)cc(OC)cc2OC)=NO1 (stereo not drawn)
  -16	4	-14	-3	16	-4	3	6	-3	1.5
N#Cc1c(/N=C/c2ccccc2)oc(-c2ccccc2)c1-c1ccccc1
  7	-5	-13	-12	-7	-2	1	-6	.	1.1
CCCCNc1nc(N)ncc1[N+](=O)[O-]
  -2	0	-2	-5	2	1	1	4	1	1.7

The results go on:
Each structure is followed by: SR-BI DiI inh	dFosB activator	PvdQ acylase	RTF Ca sens act	SR-BI DiI-HDL act	Rtt109 HAT inh	HTR5A ag ctr	MITF TRPM1 HTS	Wnt bcat act	CDK5 inh
CC(OC(=O)Cn1cnc2c1c(=O)n(C)c(=O)n2C)C(=O)N(C)c1ccccc1 (stereo not drawn)
  -5	-8	-10	3	5	8	-2	-9	-1	-0.5
COc1cccc(COC(=O)C2CCN(S(=O)(=O)c3ccc(C)cc3)CC2)c1OC
  5	1	-14	-6	-5	8	2	7	-3	0.5
O=C(OCC(=O)N1CCN(C(=O)c2ccco2)CC1)c1ccc(Cl)c(Cl)c1
  7	2	6	-7	-7	8	7	-2	-3	2.7
Cc1ccc(Cl)cc1N1CCN(S(=O)(=O)c2cn(C)cn2)CC1
  7	-8	-4	-4	-7	-2	-5	20	1	.
Cc1ccc(CNC(=O)CCSCc2cccc(F)c2)cc1
  -25	1	-14	2	25	2	2	-5	0	1.4
COc1ccc(-c2cc(-c3ccccc3)c(C#N)c(S(C)(=O)=O)n2)cc1
  .	-4	0	0	.	-22	0	-20	-40	0.1
CCN1c2ccccc2-c2nc3ccccc3n2C1c1cccnc1 (stereo not drawn)
  43	-6	0	6	-43	-3	7	-1	.	0.9
COc1cccc(CN2CC(C(=O)N(C)Cc3ccnc4ccccc34)CCC2=O)c1 (stereo not drawn)
  -21	-12	-2	1	21	0	3	-4	-1	1.2
COc1cc2c(cc1NC(=O)COC(=O)C1CC(=O)N(Cc3ccco3)C1)oc1ccccc12 (stereo not drawn)
  28	-4	-1	-1	-28	3	9	21	.	0.6
CCOC(=O)c1oc2ccccc2c1NC(=O)c1ccc(Cl)s1
  -4	-13	-12	3	4	-9	-2	29	-2	0.9
O=C(CSc1nnc(CNC(=O)c2ccco2)o1)Nc1ccc(Br)cc1
  -24	-9	-14	-1	24	-3	1	-12	1	-5.1
